Source: PubChem
PTHR1 agonist: agonists of human PTHR1 parathyroid hormone receptor; Q03431; HEK293 GP2 PTHR1 cells, GloSensor cAMP luminescence, 1 h; Potency, µM (titrated, usually from 115 µM), for the others: at the highest dose activation, usual class: activators; 0.075% of 410,000 active; AID 743266; note: potency is the fitted concentration of half-maximal effect; nearly all actives have a fitted effect of over 55% in size; some results filed as inactive show a strong effect at the top dose; inactives centre near -15; many of its hits are not listed in these tables
Target sequence (Q03431 whole entry, looked up): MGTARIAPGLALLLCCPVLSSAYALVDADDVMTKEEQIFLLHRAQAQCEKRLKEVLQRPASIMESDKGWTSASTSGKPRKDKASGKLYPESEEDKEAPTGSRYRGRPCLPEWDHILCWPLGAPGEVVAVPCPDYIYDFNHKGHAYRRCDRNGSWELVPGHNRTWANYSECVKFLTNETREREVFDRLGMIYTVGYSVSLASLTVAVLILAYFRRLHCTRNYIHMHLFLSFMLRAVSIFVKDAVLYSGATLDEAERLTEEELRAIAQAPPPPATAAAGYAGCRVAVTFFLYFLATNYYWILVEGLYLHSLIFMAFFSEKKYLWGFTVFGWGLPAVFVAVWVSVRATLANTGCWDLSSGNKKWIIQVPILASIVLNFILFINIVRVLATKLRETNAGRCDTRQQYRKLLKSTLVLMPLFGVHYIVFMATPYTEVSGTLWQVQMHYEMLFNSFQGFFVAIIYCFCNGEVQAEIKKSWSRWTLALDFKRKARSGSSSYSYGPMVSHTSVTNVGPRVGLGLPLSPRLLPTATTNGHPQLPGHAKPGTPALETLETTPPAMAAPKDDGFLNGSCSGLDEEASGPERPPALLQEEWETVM
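HEK-293-derived GP2 cells expressing PTHR1 and a GloSensor cAMP reporter, 3,000/well, plated overnight, given luciferin plus IBMX (each 0.5 mM as added) for 1 h at 37 °C, then compound for 1 h at 37 °C. Luminescence was read after 15 min at room temperature.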
GLP1R inv ag: inverse agonists of human GLP-1 receptor; 1.6% of 410,000 active; HEK293 GLP-1R CRE-luciferase, luminescence, 24 h; GLP-1R form is constitutively active; Potency, µM (top dose mostly 38.3 µM), without a hit: at the highest dose activity change, negative = inhibition, hits mostly inhibitors; P43220; note: potency is the fitted concentration of half-maximal effect; % is set by controls: 0 for no effect and ±100 for the full control effect; nearly all actives have a fitted effect of over 55% in size
Target sequence (P43220 whole entry, looked up): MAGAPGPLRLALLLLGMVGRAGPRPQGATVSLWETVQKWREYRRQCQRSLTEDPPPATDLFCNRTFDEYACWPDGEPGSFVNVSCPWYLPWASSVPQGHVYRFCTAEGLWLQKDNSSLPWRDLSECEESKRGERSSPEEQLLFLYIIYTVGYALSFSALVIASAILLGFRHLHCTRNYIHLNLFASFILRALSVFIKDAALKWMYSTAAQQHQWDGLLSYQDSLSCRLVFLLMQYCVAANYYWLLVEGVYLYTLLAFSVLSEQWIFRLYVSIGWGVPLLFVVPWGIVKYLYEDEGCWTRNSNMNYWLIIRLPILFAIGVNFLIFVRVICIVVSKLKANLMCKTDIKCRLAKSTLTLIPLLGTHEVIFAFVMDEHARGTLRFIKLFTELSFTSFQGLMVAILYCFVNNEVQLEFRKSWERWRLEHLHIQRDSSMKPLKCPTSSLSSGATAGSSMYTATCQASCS
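Seeding at 200 cells/uL, 12 h culture, 24 hr compound treatment, then luciferase reagent and a luminescence read; cells are HEK293 stably expressing a constitutively active GLP-1R plus cAMP-responsive luciferase.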
FUS suppressor: rescues growth of FUS-expressing yeast; Potency, µM (highest dose often 76.6 µM), for inactives: top-dose growth rescue (activation), hits mostly activators; AID 1347120; 0.24% of 390,000 active; S. cerevisiae FUS-expressing, growth rescue, OD600, 24 h;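 note: potency is the fitted concentration of half-maximal effect; plate controls were DMSO vehicle for no effect and reference control for full effect; nearly all actives have a fitted effect of over 55% in size; some results filed as inactive show a strong effect at the top dose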
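Toxicity suppression screen in FUS-yeast. Cells induced with 2% galactose, starting OD 0.005, treated 24hr at 30C with compounds at multiple final concentrations; growth by OD600.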
aSyn rescue: alpha-synuclein toxicity inhibition in yeast | Yeast expressing alpha-synuclein, growth rescue, BacTiter-Glo, 24 h | Potency, µM (doses to about 46.1 µM), inactives show at the top dose growth rescue (activation), actives largely listed as activators | 0.14% of 370,000 active; note: potency is the fitted concentration of half-maximal effect; % of control where 0% means no effect; nearly all actives have a fitted effect of over 65% in size
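Readout is rescue of growth in alpha-synuclein-expressing yeast, so inhibitors of toxicity appear as activators. Growth after 24 hr at 30 deg C in galactose medium is quantified by luminescence.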
Mm-Cpn inhibitor: M. maripaludis TRiC chaperonin inhibition. purified Mm-Cpn ATPase, ADP Transcreener TR-FRET. Potency, µM (titrated, usually from 76.9 µM), for the others: at the top dose activity, negative = inhibition, usual class: inhibitors. 0.031% of 330,000 active; note: potency is the fitted concentration of half-maximal effect; % is set by controls: 0 for no effect and ±100 for the full control effect; nearly all actives have a fitted effect of over 80% in size
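Purified archaeal Mm-CPN (25nM final) preincubated 10 min at 37degC with compound, then 10uM ATP for 30 min at 37degC; ADP measured by HTRF Transcreener TR-FRET; buffer 30 mM TRIS pH 7.4, 100mM KCl, 5mM MgCl2, 1mM DTT.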
Akt phos inh: inhibitors of Akt phosphorylation | Neuro2A IGF-stimulated pAkt S473 HTRF, 20 min; active compounds read low | activity change, % for hits at 50 µM | 0.32% of 360,000 active | AID 651550; in the data active = activity change below about -80%; inconclusive = mostly about -51% to -80%; note: % is set by controls: 0 for no effect and ±100 for the full control effect
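Single-point screen (50 µM final compound) in Neuro2A cells stimulated 20 min with 6 nM IGF at 37 deg C. After lysis, Ser473-phosphorylated Akt read by HTRF (ex 330 nm, em 615/665 nm) as the 665/615 ratio.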
TDP43 rescue: inhibitors of TDP-43 toxicity in yeast; TDP-43 expressing yeast growth rescue, BacTiter-Glo, 24 h; AID 652104; 1.8% of 410,000 active; Potency, µM (top dose mostly 46.1 µM), for inactives: at the top dose growth rescue (activation), hits mostly activators; note: potency is the fitted concentration of half-maximal effect; % of control where 0% means no effect; nearly all actives have a fitted effect of over 50% in size
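Readout is BacTiter-Glo luminescence of cell growth, so inhibitors register as activators. TDP-43-expressing yeast at OD600=0.02 in galactose medium, after raffinose pregrowth to mid-log, were incubated with compound for 24 hr at 30 deg C.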
Abeta rescue: A-beta toxicity reversal in yeast. yeast expressing A-beta42, growth rescue, OD600, 48 h; response scale: 0% DMSO, 100% iron-clioquinol control. Potency, µM (top dose mostly 46.1 µM), without a hit: at the top dose growth rescue, usual class: activators. 0.063% of 410,000 active. AID 1347071; note: potency is the fitted concentration of half-maximal effect; nearly all actives have a fitted effect of over 55% in size
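Growth rescue measured by 600 nm absorbance after 48 h yeast culture at 30 C with compound. Values normalized between DMSO and an equimolar ferric chloride plus clioquinol control.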
GLP1R cytotox: cytotoxicity in counter-screen for GLP-1R inverse agonists; 0.13% of 410,000 active; Potency, µM (titrated, usually from 38.3 µM), inactives show at the top dose activity change, negative = inhibition, actives largely listed as inhibitors; HEK293 cAMP-luciferase reporter cells, luminescence, 24 h;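 note: loss of luciferase light is scored as toxicity; potency is the fitted concentration of half-maximal effect; % is set by controls: 0 for no effect and ±100 for the full control effect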
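A 23 nL compound transfer followed 12 hours of cell culture at 37 deg C; exposure then lasted 24 hr. Luciferase assay detection reagent was dispensed and plates read for luminescence after a 12 min room-temperature wait.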
* = called active by the depositor; i = inactive; ? = inconclusive; / = no result given; [ ] = another dose, or the depositor's remark. Unless noted, calls come from the whole dose curve; as a rule, active = well fitted curve in the direction sought with a large enough effect; inconclusive = small, poorly fitted or top-dose-only effect, or another doubt; inactive = no such curve, though single readings can be large; an effect the other way counts as inactive or inconclusive.

SMILES | PTHR1 agonist | GLP1R inv ag | FUS suppressor | aSyn rescue | Mm-Cpn inhibitor | Akt phos inh | TDP43 rescue | Abeta rescue | GLP1R cytotox
COc1ccccc1CCNC(=O)c1cc(-c2ccncc2)nc2ccc(Br)cc12 | -12.5% | -6.1% | 9.2% | 3.4% | -20.8% | i | ? | -7.5% | -20.3%
CC(C)OCCCn1c(=O)c2ccccc2n2c(CCC(=O)O)nnc12 | -9.7% | 9.6% | 17.4% | -0.5% | 1.9% | i | 0.3% | -8.7% | 1.4%
Cc1ccc(NC(=O)C2(c3ccccc3)CCOCC2)cc1 | ? | -37.0% | -1.0% | 1.5% | -1.4% | i | 14.4% | -19.7% | 0.6%
C#CCN(C[C@H]1[C@H](OC(=O)NCc2ccccc2)[C@H](OC(=O)NCc2ccccc2)C[C@@H](C(=O)OC)[C@H]1C(=O)OC)S(=O)(=O)c1ccc(C)cc1 | -22.7% | -12.3% | ? | -11.8% | / | i | 2.9% | 4.2% | -0.8%
CCOc1ccc(C(=O)N2CCN=C2SC)cc1OCC | i | 35.5%[activator] | -2.2% | -2.7% | 1.3% | i | 7.6% | 8.8% | 17.7%
Cc1cc(C)cc(NC(=S)N2CCC(N(C)CC3CCCO3)CC2)c1 (configuration not stated) | i | -9.5% | -4.0% | 4.1% | 1.2% | i | -9.9% | -3.2% | 3.0%
CCCCN(C)C(=O)CCC(=O)Nc1ccc2nc(N3CCN(C)CC3)cc(C)c2c1 | i | -29.9% | -6.9% | 0.9% | 1.5% | i | -3.9% | -2.0% | -3.1%
Cc1ccccc1C(=O)N1CCC(C(=O)NC2CCCCCC2)CC1 | i | 9.7% | -2.7% | -1.0% | 1.4% | i | 8.1% | -5.0% | 14.6%
O=C(O)C1CCN(c2c([N+](=O)[O-])cc(C(F)(F)F)cc2[N+](=O)[O-])CC1 | -16.2% | -14.3% | 4.0% | 3.0% | 1.8% | i | 20µM* | 1.2% | -13.7%
COc1ccc(NC(=O)C2CCN(S(=O)(=O)c3ccc4c(c3)CC(C)N4C(C)=O)CC2)c(OC)c1 (configuration not stated) | -18.7% | 9.2% | 13.9% | -1.7% | -0.2% | i | -14.0% | 10.4% | -5.7%
CCNC(=O)NC(=O)C(C)Oc1ccc(Br)cc1Br (configuration not stated) | -22.6% | ? | -0.5% | -0.1% | 0.6% | i | 0.5% | 6.9% | 31.7%
CCCCc1ccc(C(=O)NC(C(=O)O)C(C)C)cc1 (configuration not stated) | i | 0.0% | 11.8% | -0.6% | -0.1% | i | -20.1% | 1.1% | 5.3%
Cc1ccc(-c2ccc3nnc(SCC(=O)NCC4CCCO4)n3n2)cc1 (configuration not stated) | -0.9% | 3.7% | 16.2% | 4.1% | -0.3% | i | 12.0% | 6.7% | -8.4%
N=c1c2c(-c3ccccc3)c(-c3ccccc3)n(Cc3ccccc3)c2ncn1CCCn1ccnc1 | -11.4%[57.5 µM] | 7.94µM* | 41.8% | ? | 1.3% | / | -9.9% | -19.2% | 10µM*
CCOc1ccc(-c2nc(S(=O)(=O)c3ccccc3)c(N3CCC(C(N)=O)CC3)o2)cc1 | i | 0.8% | -7.3% | 6.0% | -0.4% | i | 10.4% | -7.9% | 3.5%
Cn1cc(CN2CCN(CCc3ccccc3)C(CCO)C2)cn1 (configuration not stated) | -26.5% | 10.0% | -12.7% | -4.6% | 0.6% | i | 9.7% | -0.6% | 3.1%
Cc1ccc(S(=O)(=O)NC(=S)NC2CCCCC2)cc1 | i | 5.7% | 17.8% | 10.5% | 2.0% | i | 15.8µM* | 16.4% | 1.4%
Cc1ccc(NC(=O)CNC(=O)Cn2c(C)cc3ccccc3c2=O)cc1F | -43.4%[inhibitor] | -10.0% | -5.6% | / | / | / | 3.8% | -0.6% | -4.2%
CCn1c(C)c(P(c2ccccc2)c2ccccc2)[n+]2ccccc12 | -13.3% | -5.0%[7.66 µM] | 9.7% | 0.9% | 2.1% | i | -11.2%[9.22 µM] | -17.0% | -0.5%[7.66 µM]
O=C(CCCCN1CCCCC1)c1ccc2c(c1)Cc1ccccc1-2 | -16.2% | -21.1% | -21.5% | 5.9% | 1.2% | i | 2.3% | -14.7% | -7.7%
COc1ccc(-c2cn(Cc3ccc([N+](=O)[O-])cc3)nn2)cc1 | -9.2% | 18.8% | -14.3% | -1.2% | -2.7% | i | 5.4% | -13.5% | 5.1%
COc1cccc(CNC(=O)CCCC(=O)Nc2cccc([N+](=O)[O-])c2)c1 | -59.9%[inhibitor] | -18.0% | -17.2% | -4.1% | 1.0% | i | 2.2% | -0.7% | 3.1%
COC(=O)c1ccc(NC(=O)Cn2nc(-c3ccncc3)nc2SCC(=O)Nc2nccs2)cc1 | -12.0%[57.5 µM] | 0.0% | ? | -11.9% | 0.4% | i | -1.4% | -18.1% | 3.8%
Cn1c(=O)c2c(nc(N3CCCCCC3)n2CC(O)COc2ccc(Cl)cc2)n(C)c1=O (configuration not stated) | -5.7%[57.5 µM] | 7.2% | 4.3% | 4.1% | 0.2% | i | 10.5% | 2.5% | -5.9%
Cc1cccc(N2CCN(S(=O)(=O)c3ccc4[nH]c5c(c4c3)CCCCC5)CC2)c1C | -59.0%[inhibitor] | 6.4% | 6.0% | / | / | / | -17.8% | -8.0% | 1.4%
Remaining list, next part
SMILES | PTHR1 agonist | GLP1R inv ag | FUS suppressor | aSyn rescue | Mm-Cpn inhibitor | Akt phos inh | TDP43 rescue | Abeta rescue | GLP1R cytotox
COc1ccc(S(=O)(=O)N(C)c2ccc(OCC(=O)Nc3cc(C)on3)cc2)cc1 | -9.2%[57.5 µM] | -28.6% | 4.4% | 4.7% | 0.1% | i | 3.5% | 5.6% | -12.6%
CC(C)CCN1NC2(CCC(C)CC2)NC1=S (configuration not stated) | i | -29.4% | 5.8% | 7.6% | 2.5% | i | 0.3% | ? | ?
COC(=O)C1CC(O)CN1C(=O)Nc1ccccc1 (configuration not stated) | -21.6% | 5.1% | -8.6% | -5.0% | 1.6% | i | -13.5% | 25.6% | -0.4%
CC(C)CCNC(=O)C1CCN(Cc2cccc(OCc3ccccc3)c2)CC1 | -70.6%[inhibitor] | ? | 13.5% | 3.1% | -2.0% | i | -21.8% | -10.5% | ?
COc1ccc(NC(=O)CSc2nnc(CN3CCOCC3)n2C)cc1Cl | -12.2% | 21.3% | 28.9% | 2.0% | / | i | -16.8% | 7.4% | 12.0%
C=CCNC(=O)COC(=O)c1ccc(C)c(NC(=O)c2ccco2)c1 | -18.7% | 2.1% | 19.5% | 4.0% | -0.7% | i | 1.4% | -8.7% | 4.3%
CCOc1ccccc1NC(=O)C(=O)N/N=C/c1ccc([N+](=O)[O-])cc1 | -17.5% | 13.6%[0.307 µM] | 6.7% | 2.5% | 0.6% | i | -28.7% | -6.8% | 13.3%[0.307 µM]
O=C(CSc1ncnc2c1nnn2Cc1ccc(F)cc1)NC1CCCCC1 | -6.2% | -3.4% | -2.3% | -10.3% | -4.7% | i | -5.6% | 5.0% | -18.6%
COc1ccc(/C=N/Nc2ncc(C(F)(F)F)cc2Cl)c(OC)c1OC | i | 1.2% | 4.5% | 0.2% | 1.1% | i | 17.2% | 0.0% | -9.3%
Cc1ccccc1N(CC(=O)NC1CCCCC1)C(=O)CCC(=O)Nc1nccs1 | i | -0.3% | -9.2% | 4.3% | 1.4% | i | -1.2% | 16.9% | -2.1%
O=C(CSc1nccc(=O)[nH]1)NC1CCCCCCC1 | i | 6.4% | / | 2.9% | 0.4% | i | 26.9% | 4.1% | 2.2%
O=C(Nc1ccc(F)c(Cl)c1)c1cc(S(=O)(=O)NCc2ccc3c(c2)OCO3)ccc1F | i | ? | ? | / | / | / | ? | -0.8% | 1.5%
Cc1nc2ccc(S(=O)(=O)NC(CC(C)C)C(=O)NCc3ccc(Cl)cc3)cc2s1 (configuration not stated) | -23.8% | -29.2% | -3.8% | / | / | / | 11.4% | 10.7% | -1.3%
O=C(NC1CCCC1)c1ccc(COCC(F)(F)C(F)F)o1 | i | 5.9% | 4.9% | -1.7% | / | i | -1.5% | 2.6% | 1.6%
COc1ccc2c(c1)c1ncn(CC3CCCO3)c(=O)c1n2C (configuration not stated) | i | 38.4%[activator] | 1.2% | 9.0% | -3.7% | i | 9.8% | -14.6% | 2.0%
C=CCNS(=O)(=O)c1ccc(OCC(=O)OCC)cc1 | i | 9.8% | 2.4% | -3.7% | 1.7% | / | -19.9% | -13.7% | 2.9%

4 compounds out of the list, ordered by heavy-atom count, smallest number first:
SMILES | PTHR1 agonist | GLP1R inv ag | FUS suppressor | aSyn rescue | Mm-Cpn inhibitor | Akt phos inh | TDP43 rescue | Abeta rescue | GLP1R cytotox
C=CCNS(=O)(=O)c1ccc(OCC(=O)OCC)cc1 | i | 9.8% | 2.4% | -3.7% | 1.7% | / | -19.9% | -13.7% | 2.9%
O=C(NC1CCCC1)c1ccc(COCC(F)(F)C(F)F)o1 | i | 5.9% | 4.9% | -1.7% | / | i | -1.5% | 2.6% | 1.6%
CC(C)OCCCn1c(=O)c2ccccc2n2c(CCC(=O)O)nnc12 | -9.7% | 9.6% | 17.4% | -0.5% | 1.9% | i | 0.3% | -8.7% | 1.4%
COc1ccccc1CCNC(=O)c1cc(-c2ccncc2)nc2ccc(Br)cc12 | -12.5% | -6.1% | 9.2% | 3.4% | -20.8% | i | ? | -7.5% | -20.3%

An excerpt; the hit share may differ from the screen's.
